Screening results (PubChem BioAssay)
Tb PGK inh – blocks T. brucei phosphoglycerate kinase. Potency, µM (titrated, usually from 57.5 µM), for the others: at the top dose activity change, negative = inhibition, actives largely listed as inhibitors. PGK/GAPDH coupled, Kinase-Glo luminescence, 60 min. 380,000 compounds, 0.043% hits. P07378; also: % is scaled to controls: 0 for no effect and ±100 for the full control effect; nearly all actives have a fitted effect of over 60% in size
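Recombinant glycosomal PGK reaction used 1,3-bisphosphoglycerate generated in-well by GAPDH (100nM final) in 100mM TEA pH 7.6, 5mM MgCl2, 0.01% Tween-20. After 60 minutes at room temperature, ATP was read by Kinase-Glo Plus luminescence end-point.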
Pin1 inhibitor – inhibitors of human Pin1 | AID 504891 | 390,000 compounds, 0.009% hits | Potency, µM (highest dose often 115 µM), inactives show top-dose activity, negative = inhibition, usual class: inhibitors | Q13526 | Pin1 FP peptide displacement, HiFluor488, 10 min; active = well fitted inhibition curve with a large enough effect in the polarisation, with a control signal flat, not every such curve was filed as active; inconclusive = small, poorly fitted or top-dose-only effect, or effect the other way, or a change in a side signal; inactive = no such curve, though single readings can be large or run the other way; the % refers to the polarisation; also: % is scaled to controls: 0 for no effect and ±100 for the full control effect
HP1b chromo inh – inhibitors of HP1-beta chromodomain binding to methylated histone tails | AlphaScreen HP1-beta / biotin-H3K9me3 peptide binding | Potency, µM (top dose mostly 114 µM), without a hit: at the highest dose activity change, negative = inhibition, most hits filed as inhibitors | 390,000 compounds, 0.56% hits | AID 540317; also: nearly all actives have a fitted effect of over 70% in size; inactives centre near 23
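HP1-beta protein (50 nM final) preincubated 30 min at room temperature with biotinylated H3(1-18)K9me3 peptide (50 nM) in PBS pH 7.4, 0.01% Tween-20, then compound added for 30 min. AlphaScreen streptavidin donor/nickel chelate acceptor beads (10 ug/mL final), 30 min dark, luminescence read.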
RGS4 inhibitor – human RGS4 inhibition. P49798. Transcreener GDP fluorescence polarization, RGS4-accelerated GTP hydrolysis. Potency, µM (doses to about 114 µM), without a hit: at the highest dose activity change, negative = inhibition, hits mostly inhibitors. 390,000 compounds, 0.039% hits; also: % is scaled to controls: 0 for no effect and ±100 for the full control effect; nearly all actives have a fitted effect of over 75% in size; some results filed as inactive show a strong effect at the top dose
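MLSMR compounds (23 nl, pin-transferred) preincubated 10 min at room temperature with a 500nM (2x) first reagent, then RGS4 at 900nM (2x) plus Transcreener GDP mix added; fluorescence polarization (620/688 nm) read before and after 90 min at 30 °C.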
ALOX12 inh – inhibitors of human 12S-lipoxygenase ALOX12 | P18054 | purified 12hLO, xylenol orange hydroperoxide absorbance | Potency, µM (doses to about 108 µM), without a hit: top-dose activity change, negative = inhibition, most hits filed as inhibitors | 580,000 compounds, 1.1% hits | AID 1671190; also: % is scaled to controls: 0 for no effect and ±100 for the full control effect
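Hydroperoxide product was detected by ferrous iron/xylenol orange as the 573 to 405 nm absorbance ratio. Arachidonic acid at 40 uM (final) was turned over for 30 min at room temperature by 150 nM human 12hLO, pH 7.0 Hepes buffer, after 15 min compound preincubation.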
JMJD2A Tudor inh – inhibitors of human JMJD2A Tudor domain | O75164 | AlphaScreen JMJD2A-Tudor / H3K4me3 peptide binding | Potency, µM (titrated, usually from 114 µM), inactives show top-dose activity change, negative = inhibition, actives largely listed as inhibitors | 390,000 compounds, 4.4% hits | AID 504339; also: % is scaled to controls: 0 for no effect and ±100 for the full control effect; nearly all actives have a fitted effect of over 50% in size
Target sequence (O75164 whole entry, looked up, the tested form may be a part): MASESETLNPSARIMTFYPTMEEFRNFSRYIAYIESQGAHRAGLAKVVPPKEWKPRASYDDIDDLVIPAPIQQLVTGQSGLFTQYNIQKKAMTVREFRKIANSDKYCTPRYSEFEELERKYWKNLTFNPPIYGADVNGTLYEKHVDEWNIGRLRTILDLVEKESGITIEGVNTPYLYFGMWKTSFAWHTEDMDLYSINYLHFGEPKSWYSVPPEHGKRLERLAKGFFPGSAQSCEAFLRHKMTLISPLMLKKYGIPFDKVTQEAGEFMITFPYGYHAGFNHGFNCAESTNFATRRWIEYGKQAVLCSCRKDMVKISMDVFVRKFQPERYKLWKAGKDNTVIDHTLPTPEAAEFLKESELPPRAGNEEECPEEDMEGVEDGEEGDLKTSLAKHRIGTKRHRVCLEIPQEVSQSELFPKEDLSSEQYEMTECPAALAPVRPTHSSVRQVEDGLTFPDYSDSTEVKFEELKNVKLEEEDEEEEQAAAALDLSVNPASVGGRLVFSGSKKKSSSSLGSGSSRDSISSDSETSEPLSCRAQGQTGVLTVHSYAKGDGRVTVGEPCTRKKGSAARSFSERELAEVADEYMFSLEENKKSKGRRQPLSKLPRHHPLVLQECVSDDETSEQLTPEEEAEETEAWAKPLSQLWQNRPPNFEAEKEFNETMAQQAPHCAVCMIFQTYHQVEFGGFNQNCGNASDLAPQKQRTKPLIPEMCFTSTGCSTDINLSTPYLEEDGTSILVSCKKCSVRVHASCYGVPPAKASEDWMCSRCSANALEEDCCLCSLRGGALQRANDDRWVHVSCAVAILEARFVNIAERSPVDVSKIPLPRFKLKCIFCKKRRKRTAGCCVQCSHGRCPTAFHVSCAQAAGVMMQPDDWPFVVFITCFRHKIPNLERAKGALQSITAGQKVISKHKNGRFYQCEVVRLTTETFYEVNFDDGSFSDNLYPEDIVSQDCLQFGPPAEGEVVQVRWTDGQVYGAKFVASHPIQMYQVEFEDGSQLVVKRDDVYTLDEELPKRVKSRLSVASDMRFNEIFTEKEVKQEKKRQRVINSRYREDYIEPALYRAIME
rTrxR1 inhibitor – inhibitors of rat thioredoxin reductase 1. O89049. recombinant rTrxR1, NADPH fluorescence consumption, selenite substrate. Potency, µM (titrated, usually from 114 µM), inactives show at the top dose activity change, negative = inhibition, hits mostly inhibitors. 390,000 compounds, 1% hits; also: % is scaled to controls: 0 for no effect and ±100 for the full control effect; nearly all actives have a fitted effect of over 65% in size
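Rat TrxR1 (90 nM in the dispensed reagent) was pre-reduced with 400 uM NADPH for 5 min at room temperature, then incubated with compound for 15 min. After 400 uM selenite was added, NADPH fluorescence (Ex 340/Em 450 nm) was followed for 8 min.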
GLS inhibitor – glutaminase GLS (human) inhibition; AID 624170; Potency, µM (highest dose often 45.5 µM), for inactives: top-dose activity change, negative = inhibition, most hits filed as inhibitors; GLS enzymatic activity, qHTS titration; 410,000 compounds, 0.21% hits; O94925; also: % is scaled to controls: 0 for no effect and ±100 for the full control effect
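hKGA; 45 mM KH2PO4 pH 8.2 + 0.02% Tween-20; cpd via pin tool; 1 mM Gln soln; GluOx/HRP/Amplex Red; RT 30 min; fluor. t0 & final.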
ERG Ets-DNA blk – blocks human ERG Ets domain binding to DNA; P11308; AID 624246; Potency, µM (top dose mostly 76.9 µM), inactives show top-dose FP activity, negative = inhibition, usual class: inhibitors; fluorescence polarization, His-ERG Ets domain / labelled DNA; 370,000 compounds, 0.028% hits; active = well fitted inhibition curve with a large enough effect in the polarisation, with a control signal flat; inconclusive = small, poorly fitted or top-dose-only effect, or effect the other way, or a change in a side signal; inactive = no such curve, though single readings can be large or run the other way; the % refers to the polarisation;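 also: polarization taken with two DNA probes labelled with fluorescein and Texas red; % of control where 0% means no effect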
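His-tagged ERG Ets domain (1 uM in the protein solution; 300mM KCl, 50mM Tris-HCl, 1mM EDTA, 1mM DTT, pH 7.5) received compound, then a probe mix of 5 nM fluorescein-DNA and 100nM Texas-615-DNA. Fluorescence polarization was read for both dyes.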
The depositor's hits bear a star; i = inactive; ? = inconclusive; . = not tested or not shown; [ ] = dose if it differs, or a comment. Unless noted, calls follow the shape of the dose curve; as a rule, active = well fitted curve in the direction sought with a large enough effect; inconclusive = small, poorly fitted or top-dose-only effect, or another doubt; inactive = no such curve, though single readings can be large; an effect the other way counts as inactive or inconclusive. Potency is read from the fitted curve at half-maximal effect.

The line under a structure holds: RGS4 inhibitor | ALOX12 inh | ERG Ets-DNA blk | HP1b chromo inh | Pin1 inhibitor | JMJD2A Tudor inh | Tb PGK inh | GLS inhibitor | rTrxR1 inhibitor
- O=C(NCCc1nc2ccccc2n1Cc1c(F)cccc1Cl)c1ccco1
 : 11% | -6% | -1% | 14% | 0% | ? | 8% | 7% | -6%
- COc1ccc(CNc2ncnc3c2cnn3-c2ccc(Cl)cc2)cc1
 : -43% | -19% | -4% | 9% | -7% | -10% | -5% | 3% | 14%[57.1 µM]
- CCOC(=O)C1(Cc2cccc(OC)c2)CCN(C(C)CC(C)(C)O)CC1 (stereo not given)
 : 5% | ? | -7% | 27% | -4% | -21% | 0% | 2% | 8%
- O=C(NCc1cn2ccsc2n1)Nc1ccc(Cl)cc1
 : -8% | 21% | . | 7% | -3% | -18% | . | 4% | 31%
- Cc1ccc(N(C(=O)CNC(=O)c2ccco2)C(C(=O)NC2CCCC2)c2cccnc2)cc1C (stereo not given)
 : -10%[11.4 µM] | 0% | -2% | -3% | 1% | -8%[11.4 µM] | -2% | -15% | ?
- O=C(C[C@@H]1C/C=C\CC[C@@H](Cc2ccc(F)cc2)C(=O)OC[C@@H](Cc2ccccc2)NC1=O)NCCO
 : -3% | ? | 0% | 30% | ? | -15% | 1% | -4% | 13%
- S=C(NCc1cccnc1)Nc1ccc(Cl)cc1Cl
 : 9% | ? | -5% | 29% | 5% | -13% | 5% | 12% | -4%[57.1 µM]
- CCCn1c(N)c(C(=O)CSc2nnc3ccccn23)c(=O)n(C)c1=O
 : -32% | 2% | 4% | 22% | -5% | -5% | -5% | 5% | -14%
- O=C(Nc1ccccc1N1CCOCC1)c1cccc(NS(=O)(=O)c2ccc(F)c(F)c2)c1
 : -15% | ? | -1% | 26% | ? | -17% | 5% | 0% | 11%
- O=C(CNc1ccccc1)N/N=C/c1c(O)ccc2ccccc12
 : -8% | ? | -5% | 24% | 2% | -15% | -11% | 8% | 15%
- CC(C)Cc1nnc(NC(=O)CCC(=O)N2CCCCC2)s1
 : -4% | -10% | -1% | 11% | -9% | -16% | -6% | -4% | 15%
- COc1ccc(-c2cc(=O)c(C(=O)c3ccc(C)cc3)n[nH]2)cc1
 : ? | -23% | 4% | 21% | 51%[activator] | 1%[11.4 µM] | -5% | 15% | 7%[57.1 µM]
- Cc1cc(=O)oc2c(CN(CC(C)C)CC(C)C)c(O)ccc12
 : 20% | -2% | -6% | 47%[activator] | -2% | -1% | -2% | 35%[activator] | 341%[activator][57.1 µM]
- Cc1ccc(NC(=O)C2CCN(S(=O)(=O)c3c(C)noc3/C=C/N(C)C)CC2)cc1
 : 17% | 12% | -1% | 2% | 21% | -28% | -9% | 12% | -5%
- COc1ccc(NC(=O)Nc2ccc(C(=O)N3CCOCC3)cc2)cc1OC
 : 13% | 35%[activator] | 1% | 45%[activator] | -1% | -24% | -1% | 2% | -21%
- CCCN1C(=O)/C(=C\c2nc3ccccc3c(=O)[nH]2)c2ccccc21
 : -8% | -20% | 2% | -13% | 0% | -16% | 2% | -14% | 43%[activator][57.1 µM]
- Cc1ccc(C)c(NC(=O)c2cc(S(=O)(=O)N3CCCc4ccccc43)ccc2F)c1
 : 5% | ? | -9% | 28% | 1% | -15% | -11% | -23% | 22%[57.1 µM]
- CCc1c(C(C)S(=O)(=O)c2ccc(C)cc2)[nH]c(=O)n1-c1ccc(C)cc1 (stereo not given)
 : ? | ? | -14% | 24% | 2% | -29% | -6% | 7% | ?
- COc1ccc(C(=O)NC(=S)NCCc2ccccc2)cc1
 : -32% | 16µM* | -10% | 8% | 2% | -20% | i | -1% | ?
- COc1ccccc1N1CCN(C(=O)c2cccc3c(=O)c(C)c(-c4ccccc4)oc23)CC1
 : -28% | -4% | 7% | 38% | 26% | -27% | -1% | 1% | 9%
- Cc1noc(C)c1COc1ccc(CC(=O)NCCc2ccccn2)cc1
 : -4% | -3% | -5% | 10% | 0% | -10% | -9% | 2% | 13%
- NC(=O)CSc1nnnn1-c1ccccc1Cl
 : 8% | 8% | -2% | 17% | -10% | -17% | -5% | 11% | 32%[57.1 µM]
- Cc1cc(C(=O)NCc2ccc3c(c2)OCO3)ccc1[N+](=O)[O-]
 : 28% | -8% | -2% | 7% | 1% | -19% | 1% | -2% | 12%
- CCn1c(N2CCN(S(=O)(=O)CC)CC2)nc2ccccc21
 : 13% | 11% | 11% | 39%[activator] | 2% | -9% | 4% | 0% | 16%
- CS(=O)(=O)c1ccc(Cl)c(NC(=O)C2CC(=O)N(Cc3ccco3)C2)c1 (stereo not given)
 : -33% | -31% | 6% | 28% | -14% | -3% | -1% | 6% | 4%[57.1 µM]
- Cc1cc(O)c(/C=N/Nc2ccccc2Cl)c(=O)o1
 : ? | ? | -8% | 17% | 10% | 56µM* | -1% | 9% | ?
- N#CCCn1cc(C(=O)O)c(-c2ccc3ccccc3c2)n1
 : 8% | 17% | 7% | 7% | 7% | -9% | 9% | 8% | 9%[57.1 µM]
- CCOC(=O)CSc1nc(N)c(C#N)cc1C#N
 : 2% | ? | 14% | -16% | 17% | -34% | -11% | -3% | 7%
- CSc1ccc(C(=O)NCC(=O)O)cc1[N+](=O)[O-]
 : -2%[11.4 µM] | 0% | -19% | -10% | -11% | -5%[11.4 µM] | -9% | 14% | 16%
- COc1cc(/C=C(\C#N)C(=O)NC2CCCCC2)ccc1OCc1ccc(C(=O)O)cc1
 : -21% | 1% | -2% | 2% | 5% | -24% | -8% | 14% | -13%[57.1 µM]
- NC(=O)c1nsc(C(=O)N(c2ccccc2)C(C(=O)NCC2CCCO2)c2cccs2)c1N (stereo not given)
 : -43%[56.9 µM] | 0% | -6% | 12% | -10% | -6% | 2% | 2% | 6%
- Cc1cccc(C2=NN(c3ccccc3)[C@H](CO)[C@H]2c2ccc(F)cc2)c1
 : -17% | ? | -16% | 218%[activator] | 16% | 105%[activator] | 3% | 2% | 30%[activator]
- COc1ccc2c(c1)C=C(CN1CCN(Cc3ccccc3C)C(CCO)C1)CO2 (stereo not given)
 : -22% | 38%[activator] | 1% | -30% | ? | 50µM* | -5% | 8% | -26%
- Cc1nc2[nH]onc2c2nccc(=O)c12
 : -5% | 0%[57.4 µM] | -9% | 29% | -2% | -6% | -7% | 9% | 9%[57.1 µM]
- COc1ccc2nc(NN=C(C)c3ccccn3)cc(C)c2c1
 : -23% | ? | -11% | ? | 0% | 45µM* | -8% | 20% | 2%[11.4 µM]
- CCOc1ccccc1NC(=S)NC1CC2CCC1C2 (stereo not given)
 : -7% | . | -16% | 33% | 0% | -12% | -7% | 6% | 11%
- Cc1ccc(Nc2nnc(SCc3nc4ccccc4c(=O)[nH]3)s2)cc1
 : -6% | 1% | 8% | 49%[activator] | 23% | -15% | -1% | 2% | 16%
- Cc1cc(O)c(NC(=S)NC(=O)c2ccc(-c3ccc(Cl)cc3)o2)cc1C
 : 11% | ? | -5% | 5% | 2% | -18% | 0% | 18% | 5%[57.1 µM]
- COCCN(C(=O)Nc1ccc(F)cc1F)c1nc2ccccc2s1
 : -18% | 1% | -13% | 49%[activator] | -1% | -8% | -4% | -2% | 14%
- CCNc1nc(N2CCOCC2)nc(N(c2ccccc2)c2ccccc2)n1
 : 5% | 29% | -16% | 37% | 2% | -24% | i | -6% | 7%[57.1 µM]
- Cc1cccc(-n2c(SCC(=O)N(C)C3CCS(=O)(=O)C3)nc3ccccc3c2=O)c1C (stereo not given)
 : 14% | 8% | -14% | 22% | -15% | -11% | 4% | 6% | -5%
- Cc1cccc(C(=O)Nc2cc(OCc3cccc(F)c3)c(Cl)cc2Cl)c1
 : 10% | -23% | -7% | 32% | 5% | 31% | -10% | -4% | -1%
- CC(C)Oc1ccc(C(=O)Nc2ccccc2N2CCCC2)cc1
 : -16%[11.4 µM] | 22% | 6% | ? | -1% | -5%[11.4 µM] | 2% | 22% | -6%
- O=C(Nc1cccc2ccccc12)c1cn(-c2ccccc2)nc1-c1cccs1
 : 28% | -8% | 0% | 19% | 16% | -4% | 7% | -3% | 22%

In the list so far, these have an aryl thioether with sulfur outside any ring:
The line under a structure holds: RGS4 inhibitor | ALOX12 inh | ERG Ets-DNA blk | HP1b chromo inh | Pin1 inhibitor | JMJD2A Tudor inh | Tb PGK inh | GLS inhibitor | rTrxR1 inhibitor
- CCCn1c(N)c(C(=O)CSc2nnc3ccccn23)c(=O)n(C)c1=O
 : -32% | 2% | 4% | 22% | -5% | -5% | -5% | 5% | -14%
- NC(=O)CSc1nnnn1-c1ccccc1Cl
 : 8% | 8% | -2% | 17% | -10% | -17% | -5% | 11% | 32%[57.1 µM]
- CCOC(=O)CSc1nc(N)c(C#N)cc1C#N
 : 2% | ? | 14% | -16% | 17% | -34% | -11% | -3% | 7%
- CSc1ccc(C(=O)NCC(=O)O)cc1[N+](=O)[O-]
 : -2%[11.4 µM] | 0% | -19% | -10% | -11% | -5%[11.4 µM] | -9% | 14% | 16%
- Cc1ccc(Nc2nnc(SCc3nc4ccccc4c(=O)[nH]3)s2)cc1
 : -6% | 1% | 8% | 49%[activator] | 23% | -15% | -1% | 2% | 16%
- Cc1cccc(-n2c(SCC(=O)N(C)C3CCS(=O)(=O)C3)nc3ccccc3c2=O)c1C (stereo not given)
 : 14% | 8% | -14% | 22% | -15% | -11% | 4% | 6% | -5%

The list is partial, so the mix of outcomes need not match the whole.
